Source: PubChem BioAssay (Emory University Molecular Libraries Screening Center)
EP2 modulator: modulates human prostaglandin E2 receptor EP2 signaling; AID 940; EP2-expressing cells, cAMP HTRF FRET, PGE2 co-stimulation; induction, % at 25 µM; 0.83% of 260,000 active; P43116;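 active = compounds whose cAMP rise, as percent of the full-agonist control response, exceeds 60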;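 also: rat C6 glioma line stably carrying human EP2 under a CMV promoter; the protocol text gives 20 µM as final concentration; 100% = response of wells given 1 µM PGE2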
Target sequence (P43116 whole entry, looked up): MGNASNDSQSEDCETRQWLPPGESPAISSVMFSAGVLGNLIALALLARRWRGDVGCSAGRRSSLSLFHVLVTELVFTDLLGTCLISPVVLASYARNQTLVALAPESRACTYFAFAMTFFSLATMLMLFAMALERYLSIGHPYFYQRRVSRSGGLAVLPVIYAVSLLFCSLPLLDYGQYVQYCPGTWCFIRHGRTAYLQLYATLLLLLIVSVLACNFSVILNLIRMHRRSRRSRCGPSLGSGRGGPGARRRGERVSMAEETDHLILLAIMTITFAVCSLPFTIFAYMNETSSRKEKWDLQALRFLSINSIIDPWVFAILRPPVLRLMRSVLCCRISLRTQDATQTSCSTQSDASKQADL
EP2 antag: EP2 receptor (human) inhibition; P43116; C6 glioma cells expressing human EP2, cAMP TR-FRET; cells stimulated with saturating PGE2; inhibition, % at 25 µM; 0.52% of 260,000 active; AID 1422;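 active = percent inhibition above 40 after rounding to a whole number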;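 also: rat C6 glioma host cells with rolipram phosphodiesterase inhibitor present; the protocol text gives 20 µM as final concentration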
Active calls of the source: *; & = joins results of further samples. Not all compounds are listed; the hit share may differ from the screen's.

SMILES	EP2 modulator	EP2 antag
Oc1cc2c(cc1O)C(c1ccccc1)CNCC2 (centres undefined)	17&17	20&17&7
COc1cc2sc(NC(=O)c3ccccc3F)nc2cc1Cl	-24	11
CC1CCCCN1C(=O)C1CCN(S(=O)(=O)c2ccc(-n3cnnn3)cc2)CC1 (centres undefined)	-29	12
O=C(O)CCCNC1CCS(=O)(=O)C1 (centres undefined)	-6	19
Cc1ccc(N(C(=O)Cc2c[nH]c3ccccc23)C(C(=O)NC2CCCCC2)c2cccnc2)cc1 (centres undefined)	29	4
COc1cccc(/C(O)=C2/C(=O)C(=O)N(CCCN(C)C)C2c2ccc(C)o2)c1 (centres undefined)	1	15
COc1ccc(N2CCN(S(=O)(=O)c3ccc(S(=O)(=O)N4CCCC4)cc3)CC2)cc1	10	16
CS(=O)(=O)N(CC(=O)N1CCCCC1)c1ccccc1Cl	-20	9
COc1nc(N)nc2c1ncn2[C@@H]1C[C@H](O)[C@@H](CO)O1	1	11
O=C(Nc1ccc(F)cc1)N(Cc1nc2ccccc2c(=O)[nH]1)Cc1cccs1	-36	12
CC(C)(C)NC(=O)CSc1nnc(-c2ccco2)n1-c1ccccc1	-12	5
CCNC(=O)C1CCN(c2ncccn2)CC1	14	9
CC(C(=O)N1CCc2ccccc2C1)N(c1ccccc1)S(C)(=O)=O (centres undefined)	-18	6
COCCNC(=O)c1cn(C[C@H]2CCCN(C(=O)c3cnc(C)cn3)C2)nn1	-28	6
Cc1csc(NC(=O)CCCC(=O)O)n1	-29	8
Cc1ccc2nc(SCC(=O)Nc3c(C)[nH]c(=O)[nH]c3=O)c(C#N)cc2c1	-23	5
Cc1nn(Cc2ccncc2)c(=O)c2cc3sccc3n12	-39	9
CCN(CC(=O)O)CC(=O)O	5	9
COc1ccccc1C1(NC(=O)CCn2cncn2)CCCC1	-4	11
Cc1ccc(S(=O)(=O)N(Cc2cccs2)Cc2cc3cccc(C)c3[nH]c2=O)cc1	-39	7
Cc1cc(C)c2[nH]c(C(=O)NC(c3ccccc3)c3ccnn3C)c(C)c2c1 (centres undefined)	-56	6
Cc1ccc2[nH]cc(NC(=O)N3CCn4cnnc4C3)c(=O)c2c1	-51	8
COc1ccc(-c2cc(C(F)(F)F)nc(SCC(=O)Nc3cc(C)cc(C)c3)n2)cc1OC	0	7
CCn1cc(CN2CCC3(CC2)NC(=O)c2ccccc2O3)c(C)n1	-20	6
CNS(=O)(=O)c1ccc2c(c1)n(C)c(=O)n2C	0	8
Cc1cc(C)nc(SCc2nnc(SCCN3CCCCC3)n2-c2ccccc2)n1	-25	13
CCNC(=O)N1CCN(CCCC(c2ccc(F)cc2)c2ccc(F)cc2)CC1	6	10
COc1ccccc1CC(=O)Nc1nc2c(s1)CCc1c-2cnn1C	-94	7
COc1ccccc1C1(NC(=O)c2cccc3c2C(=O)N(C)C3)CCCC1	-59	9
COc1cc(NS(=O)(=O)c2ccc(NC(=O)CCc3ccccc3)cc2)nc(OC)n1	-100	9
COC(=O)c1ccc(NC(=O)CSc2nnc3c(C)cc4ccc(C)c(C)c4n23)cc1	25	25
COc1ccc(OCC(=O)Nc2nc3cc(Cl)c(OC)cc3s2)cc1	-15	4
CCOc1ccccc1-n1c(COc2ccc(OC)cc2)nnc1SCC(N)=O	-28	11
N#Cc1ccccc1N1C(=O)c2ccccc2S1(=O)=O	7	2
CCc1cccc(C)c1NC(=O)CSc1nnc(-c2ccoc2C)n1CC1CCCO1 (centres undefined)	-39	9
CC[C@H](Cn1nc(-c2cccs2)ccc1=O)NC(=O)C1CCCCC1	25	12
CCC(C)NC(=O)c1nn2c(C(F)(F)F)cc(-c3cccs3)nc2c1Cl (centres undefined)	-500	7
Cc1ccccc1-c1ncc(CN2CCC(O)(c3ccccc3F)CC2)cn1	-32	4
CCn1ncc(C(=O)N2CCc3c(nc(N4CCCC4)[nH]c3=O)C2)c1C	-1	4
COc1ccc(C2(O)CCN(CC(=O)NC(C)C)CC2)cc1	4	18
Cc1ccc2nc(C3CCCN(C(=S)Nc4ccccc4Cl)C3)[nH]c2c1 (centres undefined)	-29	3
Cc1cccc2cc(C(c3nnnn3CC3CCCO3)N3CCCC3)c(=O)[nH]c12 (centres undefined)	-16	16
N#CC1=C(N)Oc2n[nH]c(-c3cccs3)c2C1c1c(Cl)cccc1Cl (centres undefined)	45	2
CCCn1c(SCC(=O)OC)nc2c1c(=O)n(C)c(=O)n2C	-12	11
COc1cc(C)c(CNC(=O)c2cnc(SC)nc2)cc1C(C)C	19	6
COc1ccc(NC(=O)C2CCN(C(=O)c3ccccc3Cl)CC2)cc1	-47	10
N=C(N)SCc1cccc(-c2nc3ccccc3c(=O)o2)c1	6	10
Cc1cc2cc(CN(Cc3ccccc3)S(=O)(=O)c3cccc4nsnc34)c(=O)[nH]c2cc1C	12	4
CC(=O)Nc1ccc2nc(-c3ccc(C)o3)[nH]c2c1	-53	15
Cc1cc(C)nc(N2CCC(C(=O)NC3CCC(C)CC3)CC2)n1 (centres undefined)	7	13
Carrying on:
SMILES	EP2 modulator	EP2 antag
CCCN1/C(=C/c2ccc3ccccc3[n+]2CC)Sc2cc(NC(C)=O)ccc21	-102	13
O=C(NNC(=O)c1ccccc1F)c1cccs1	14	6
FC(F)(F)c1cc(NCC2CCCCC2)n2ncnc2n1	-38	6
CCOC(=O)C1=C(C)OC(N)=C(C#N)C1c1cc2cc(CC)ccc2[nH]c1=O (centres undefined)	-32	11
CN(C)c1nc(N(C)C)nc(N(C#N)C(=O)COc2ccc(Cl)cc2Cl)n1	-16	12
CC(Oc1ccc(Cl)cc1Cl)C(=O)Nc1ncc([N+](=O)[O-])s1 (centres undefined)	-76	12
NCS(=O)(=O)O	17	6
O=C(COc1ccc(S(=O)(=O)NCc2ccccc2)cc1)N1CCCC1	-22	10
CN(C)c1ccc(C2Nc3ccc4ccccc4c3C3=C2CCCC3=O)cc1 (centres undefined)	-18	6
COc1ccc(-n2ncc3c(=O)n(CC(=O)N4CCc5ccccc54)cnc32)cc1	32	8
COc1ccc(Cn2nnnc2C(C(C)C)N2CCC(C(N)=O)CC2)cc1 (centres undefined)	-10	11
CC(=O)Nc1ccc(-n2nnnc2SCC(=O)N2c3ccccc3CCc3ccccc32)cc1	8	12
CCCC(c1cc(C(C)(C)C)c(O)cc1C)c1cc(C(C)(C)C)c(O)cc1C	26	64*
CC1CCc2c(sc3ncn(C4CCNCC4)c(=O)c23)C1 (centres undefined)	-20	6
Cc1cc(C)c2[nH]c(=O)c(CN(C(=S)NCCCN(C)C)C3CCCC3)cc2c1	-58	5
CC(=O)C1=C(O)C(=O)N(CC#N)C1c1ccc(F)cc1 (centres undefined)	-6	6
Cc1ccc2cc(CN(Cc3nnnn3CCc3ccccc3)C3CCCC3)c(=O)[nH]c2c1C	33	9
Cc1ccc(CN(Cc2cc3cc(C)cc(C)c3[nH]c2=O)C(=O)NC2CCCCC2)cc1	3	10
Nc1cc(-c2cccs2)nn(CC(=O)NCc2ccccc2Cl)c1=O	-89	8
CC(=O)Nc1ccc(C(=O)N2CC(C)OC(C)C2)cc1 (centres undefined)	-3	10
NC1=N[C@@H](c2ccc(Cl)cc2)N(c2ccc(S(N)(=O)=O)cc2)C(N)=N1	0	47*
CCc1ccc2[nH]c(=O)c(CN(C(=S)NCC3CCCO3)C3CCCC3)cc2c1 (centres undefined)	-8	11
Cc1sc(N)c(C(=O)c2ccc(Br)cc2)c1C	71*	14
N#Cc1c(NC(=O)CSc2nc(N)cc(N)n2)sc2c1CCCC2	-83	8
CCCN1CCN(C(c2cc3cc(OCC)ccc3[nH]c2=O)c2nnnn2C(C)(C)CC)CC1 (centres undefined)	0	22
COC1CCC(NS(=O)(=O)c2ccc3c(c2)c(=O)n(C)c(=O)n3C)CC1 (centres undefined)	-62	8
CS(=O)(=O)N1CCCc2cc(C(O)CN3CCOCC3)ccc21 (centres undefined)	-9	8
c1ccc(CN2CCC(c3nc4ccccc4s3)CC2)cc1	-8	14
CCN(CC)c1nc2c(c(=O)n(C)c(=O)n2C)n1Cc1ccc(C)cc1	-126	14
COc1ccc(-c2cn3c(-c4ccccn4)c(-c4ccccn4)nnc3n2)cc1	-62	5

An excerpt of these results, in CSV form.
canonical_smiles,EP2 modulator,EP2 antag
CCC(C)NC(=O)c1nn2c(C(F)(F)F)cc(-c3cccs3)nc2c1Cl (centres undefined),-500,7
Cc1sc(N)c(C(=O)c2ccc(Br)cc2)c1C,71*,14

The results go on.
SMILES	EP2 modulator	EP2 antag
N#CNC(N)=Nc1ccc(Cl)cc1	3	11
COCc1nnc(NC(=O)c2cc(Cl)ccc2Cl)s1	22	7
CCCC(C)c1nnc(NC(=O)c2ccc(F)cc2)s1 (centres undefined)	2	9
Cn1cc(C2=C(c3ccc(Cl)cc3Cl)C(=O)NC2=O)c2ccccc21	75*	6
CC(C)(C)C(=O)Nc1nnc(CCc2ccccc2)s1	-8	6
O=C(CCCCl)Nc1ncc(Cc2ccc(F)cc2)s1	-32	13
Cc1cc(C)c2[nH]c(=O)c(C(c3nnnn3Cc3ccc(F)cc3)N3CCN(C)CC3)cc2c1 (centres undefined)	-5	12
COCCn1c(=N)c(C(=O)NCCc2ccccc2)cc2c(=O)n3cc(C)ccc3nc21	-26	11
Cc1ccc(NC(=O)c2ccc3c(c2)N(CC(=O)NC(C)C)C(=O)C(C)(C)O3)cc1	-7	18
COc1nc2c(c(=O)n(C)c(=O)n2C)n1Cc1c(F)cccc1Cl	-2	10
Cc1ccc(/C(O)=C2/C(=O)C(=O)N(Cc3cccnc3)C2c2ccncc2)cc1F (centres undefined)	-4	10
COc1ccccc1-c1ocnc1C(=O)Nc1ccc(N2CCCCC2C)c(C(N)=O)c1 (centres undefined)	-19	16
COc1ccc(C(=O)N2CC(C)CC(C)C2)cc1 (centres undefined)	-13	7
CC(C)(C)NC(=O)C(c1ccccn1)N(Cc1ccc(F)cc1)C(=O)c1csnn1 (centres undefined)	-11	15
CCc1ccc(C2C(C#N)=C(N)Oc3n[nH]c(-c4cc(OC)ccc4OC)c32)cc1 (centres undefined)	10	6
CC(C)c1nnc(NC(=O)c2c(Cl)cccc2Cl)s1	-10	10
COc1ccccc1CCCNC(=O)Cn1c(=O)oc2ccc(C)cc21	-77	6
C=CCNC(=O)CN1CCC(NC(=O)c2ccccc2OC)CC1	-8	6
Cc1nn(C(C)CC(=O)NCc2noc(-c3ccccc3)n2)c(C)c1C (centres undefined)	8	6
Cc1nnc(SCc2nc3ccccc3[nH]2)n1-c1ccccc1	14	-1
Cc1ccc(CN(CCCn2ccnc2)CC2=Cc3ccccc3OC2)o1	10	11
CC1CCCN(C(=O)CSc2nc3ccccc3n2CC(=O)NC2CCCC2)C1 (centres undefined)	-20	5
Cc1cccc2cc(CN(CCO)C(=S)NCc3ccco3)c(=O)[nH]c12	-14	12
Cc1ccc(C)c(NC(=O)CSc2ncnc3sc(C)c(C)c23)c1	9	14
C=CCn1c(N2CCC(C(=O)NCc3cc(OC)cc(OC)c3)CC2)nc2ccccc21	-59	3
Cc1ccc(NC(=O)N(CCN2CCOCC2)Cc2cc3cc4c(cc3[nH]c2=O)OCO4)cc1	-2	8
CC(C)NC(=O)CN1C(=O)C(C)(C)Oc2ccc(C(=O)NC3CCCC3)cc21	-12	16
O=C(CSc1nc2ccccc2c(=O)n1-c1ccccc1)Nc1ccc(Br)cc1	35	8
Cc1ncc([N+](=O)[O-])n1CC(=O)NCc1ccco1	13	5
Cn1c(SCC(=O)Nc2cccc(F)c2)nnc1-c1ccco1	2	12
COCCn1c(SC(C)C(=O)Nc2c(C)cccc2C)nc2ccccc2c1=O (centres undefined)	-16	25
COc1ccc(OC)c(NC(=O)CSc2nnnn2-c2ccc(C)c(C)c2)c1	-111	3

A draw from above in order of formula weight, highest first:
SMILES	EP2 modulator	EP2 antag
O=C(CSc1nc2ccccc2c(=O)n1-c1ccccc1)Nc1ccc(Br)cc1	35	8
Cc1ccc(NC(=O)N(CCN2CCOCC2)Cc2cc3cc4c(cc3[nH]c2=O)OCO4)cc1	-2	8
COc1ccccc1-c1ocnc1C(=O)Nc1ccc(N2CCCCC2C)c(C(N)=O)c1 (centres undefined)	-19	16
CC(C)(C)NC(=O)C(c1ccccn1)N(Cc1ccc(F)cc1)C(=O)c1csnn1 (centres undefined)	-11	15
CC1CCCN(C(=O)CSc2nc3ccccc3n2CC(=O)NC2CCCC2)C1 (centres undefined)	-20	5
COCCn1c(SC(C)C(=O)Nc2c(C)cccc2C)nc2ccccc2c1=O (centres undefined)	-16	25
Cc1ccc(/C(O)=C2/C(=O)C(=O)N(Cc3cccnc3)C2c2ccncc2)cc1F (centres undefined)	-4	10
CCc1ccc(C2C(C#N)=C(N)Oc3n[nH]c(-c4cc(OC)ccc4OC)c32)cc1 (centres undefined)	10	6
COc1ccc(OC)c(NC(=O)CSc2nnnn2-c2ccc(C)c(C)c2)c1	-111	3
CC(C)NC(=O)CN1C(=O)C(C)(C)Oc2ccc(C(=O)NC3CCCC3)cc21	-12	16
Cc1cccc2cc(CN(CCO)C(=S)NCc3ccco3)c(=O)[nH]c12	-14	12
Cc1ccc(CN(CCCn2ccnc2)CC2=Cc3ccccc3OC2)o1	10	11
Cc1ccc(C)c(NC(=O)CSc2ncnc3sc(C)c(C)c23)c1	9	14
COc1ccccc1CCCNC(=O)Cn1c(=O)oc2ccc(C)cc21	-77	6
Cc1nn(C(C)CC(=O)NCc2noc(-c3ccccc3)n2)c(C)c1C (centres undefined)	8	6
Cn1c(SCC(=O)Nc2cccc(F)c2)nnc1-c1ccco1	2	12
C=CCNC(=O)CN1CCC(NC(=O)c2ccccc2OC)CC1	-8	6
Cc1ncc([N+](=O)[O-])n1CC(=O)NCc1ccco1	13	5
COc1ccc(C(=O)N2CC(C)CC(C)C2)cc1 (centres undefined)	-13	7
